GALR2 blocker = blocks the human galanin receptor 2; 0.39% of 140,000 active; GALR2-expressing cells, antagonist mode; inhibition, % at 4 µM; in the data active = inhibition above about 27%;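 also: cells stimulated with galanin 1-16 at roughly its EC80; 0% = agonist challenge control and 100% = basal control without agonist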
Target sequence (O43603 whole entry, looked up): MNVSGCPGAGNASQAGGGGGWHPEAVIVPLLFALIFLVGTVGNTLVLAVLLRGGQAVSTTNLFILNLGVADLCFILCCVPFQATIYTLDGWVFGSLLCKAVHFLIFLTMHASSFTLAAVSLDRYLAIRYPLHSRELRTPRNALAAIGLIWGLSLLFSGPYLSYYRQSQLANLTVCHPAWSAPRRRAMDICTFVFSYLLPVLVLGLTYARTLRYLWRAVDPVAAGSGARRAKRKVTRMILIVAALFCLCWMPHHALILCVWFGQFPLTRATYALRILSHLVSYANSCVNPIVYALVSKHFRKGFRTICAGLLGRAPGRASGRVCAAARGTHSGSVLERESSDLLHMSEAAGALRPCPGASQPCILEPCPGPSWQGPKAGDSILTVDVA
NPY-Y2 antag = NPY-Y2 (human) receptor antagonism; P49146; NPY-Y2 expressing cells, antagonist mode; inhibition, % at 2.7 µM; 0.99% of 140,000 active; in the data active = inhibition above about 17%;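 also: 0% = vehicle with agonist challenge and 100% = reference antagonist with challenge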
Target sequence (P49146 whole entry, looked up): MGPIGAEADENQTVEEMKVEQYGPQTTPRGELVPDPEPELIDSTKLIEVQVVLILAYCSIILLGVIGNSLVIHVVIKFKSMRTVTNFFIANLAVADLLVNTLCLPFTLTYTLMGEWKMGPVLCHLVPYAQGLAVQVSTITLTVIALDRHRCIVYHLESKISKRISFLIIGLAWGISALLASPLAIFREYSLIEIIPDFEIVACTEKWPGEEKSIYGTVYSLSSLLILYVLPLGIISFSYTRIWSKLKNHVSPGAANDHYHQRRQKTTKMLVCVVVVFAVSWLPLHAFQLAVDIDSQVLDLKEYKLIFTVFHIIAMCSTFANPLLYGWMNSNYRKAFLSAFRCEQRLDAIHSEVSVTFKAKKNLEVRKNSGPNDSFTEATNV
Yeast growth inh = reduces growth of yeast BB579 in restrictive medium; S. cerevisiae BB579 growth, OD615, 48 h; inhibition, % at 10 µM; 0.51% of 140,000 active; AID 804;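 active = inhibition above a set limit, 3 SD over the mean compound inhibition, cut at about 44% in these data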; also: inactives centre near -24
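Test system: S. cerevisiae DeaD strain BB579 yeast; Medium: restrictive CSMM-D medium; Compound: one dose, 10 µM compound with 0.25% DMSO; Incubation: 4 h cell preincubation, 48 h compound exposure, 30 °C humidified; Signal: OD at 615 nm; Benchmarks: amphotericin B at 10 µg/mL as positive control.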
E-sel TNF inh = TNF alpha driven E-selectin expression inhibition; inhibition, % at 2 µM; 0.71% of 120,000 active; HUVEC TNFa-induced E-selectin immunofluorescence, high content; AID 1246;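 active = inhibition above the batch mean plus 3 SD, and confirmed as a hit on visual image review, cut at about 43% in these data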;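 also: 0% = TNF-stimulated DMSO wells and 100% = unstimulated control wells; not every result past the cut was called active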
Phagocyt inh = inhibitors of macrophage phagocytosis. J774A.1 macrophage IgG-bead phagocytosis, imaging. inhibition, % at 5 µM. 0.07% of 110,000 active. AID 1029;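 active = inhibition above the mean of the plate negative controls plus 5 SD, cut at about 13% in these data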;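 also: phagocytic index as fraction of beads internalized from green versus red external bead signal; plate controls were DMSO negative control for no effect and cytochalasin-D positive control for full effect; some results beyond the cut were filed as inactive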
Yeast life ext = extends the lifespan of yeast. 0.68% of 130,000 active. AID 775. inhibition of the nicotinamide effect, % at 10 µM. S. cerevisiae growth with nicotinamide, OD615; deaD strain in restrictive glucose medium;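 active = inhibition above a set limit, placed 3 SD over the median of all compounds, cut at about 26% in these data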;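 also: 0% = nicotinamide-treated wells and 100% = cells grown without nicotinamide; some compounds called inactive have numbers as strong as hits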
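System: Modified budding yeast, DeaD strain | Buffer or medium: Restrictive glucose medium | Also added: 1.5 mM nicotinamide | Doses: 10 µM single point, 0.25% DMSO | Schedule: 48 h compound exposure at 30 °C, humidified | Detection: Absorbance at 615 nm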
PTEN del growth = suppresses growth of cells with PTEN deletion; HCT116 PTEN-null viability, CellTiter-Glo, 60 h; stronger effect = lower value; viability, % at 10 µM; 1.2% of 140,000 active; AID 827;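 active = viability at or below a set limit, 4 SD under the median of all tested compounds, cut at about 3.7% in these data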;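 also: PTEN knockout HCT116 line with beta catenin targeted HCT116 as companion control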
HCT116 bCat-KO = beta-catenin-lacking colon tumor cell growth suppression | HCT116 beta-catenin knockout viability, CellTiter-Glo, 60 h; stronger effect = lower value | viability, % at 10 µM | 1.5% of 140,000 active;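 active = viability at or under a set limit, the compound median less 4 SD, cut at about 6% in these data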;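 also: 0% = Hyamine 1622 control at 20 µM and 100% = untreated cell control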
Measles CPE = protection of cells from measles virus; AID 841; protection (pct of control), % at 4 µM; Measles virus-infected cells, CPE protection, absorbance; 1.5% of 140,000 active; in the data active = protection mostly above about 24%, no sharp cut-off; inactive = mostly below about 26%; also: some compounds called inactive have numbers as strong as hits
MRP-1 activ = MRP-1 activation; H69AR cells + doxorubicin, viability rescue, CellTiter-Glo; AID 799; 0.61% of 140,000 active; viability increase, % at 10 µM;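 active = viability gain under doxorubicin at or above a set limit, the compound median plus 3 SD, cut at about 4.7% in these data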;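 also: MRP-1 overexpressing cells given doxorubicin 25 µM after compound pretreatment; 18-22 h compound pretreatment then 72 h with doxorubicin before readout; 0% = doxorubicin-only wells and 100% = vehicle-treated cells without doxorubicin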
An asterisk follows results filed as active; . = no result given.

The opening three records (preview)
Every second line gives: Measles CPE | PTEN del growth | GALR2 blocker | Yeast life ext | NPY-Y2 antag | HCT116 bCat-KO | Yeast growth inh | MRP-1 activ | E-sel TNF inh | Phagocyt inh
> C=CCNC(=O)c1oc2ccc(S(=O)(=O)N(CC)CC)cc2c1C
    15 | 100 | 8 | -10 | -3 | 97 | 1 | 2.0 | -5 | -2
> O=C1CCCc2[nH]nc(-c3cccnc3)c21
    19 | 96 | 4 | 0 | -2 | 104 | -17 | -0.6 | 11 | 0
> Cc1ccc(C(C)C)c(OCC(=O)Nn2c(C)nc3ccccc3c2=O)c1
    4 | 93 | 3 | -3 | 6 | 85 | -17 | -1.7 | -10 | 0

Main list, repeating the preview:
Every second line gives: Measles CPE | PTEN del growth | GALR2 blocker | Yeast life ext | NPY-Y2 antag | HCT116 bCat-KO | Yeast growth inh | MRP-1 activ | E-sel TNF inh | Phagocyt inh
> C=CCNC(=O)c1oc2ccc(S(=O)(=O)N(CC)CC)cc2c1C
    15 | 100 | 8 | -10 | -3 | 97 | 1 | 2.0 | -5 | -2
> O=C1CCCc2[nH]nc(-c3cccnc3)c21
    19 | 96 | 4 | 0 | -2 | 104 | -17 | -0.6 | 11 | 0
> Cc1ccc(C(C)C)c(OCC(=O)Nn2c(C)nc3ccccc3c2=O)c1
    4 | 93 | 3 | -3 | 6 | 85 | -17 | -1.7 | -10 | 0
> Cc1ccc(C(=O)Nc2ncc(Cc3ccccc3)s2)o1
    6 | 96 | 7 | -6 | 0 | 98 | -16 | -2.0 | . | 0
> CCCCN(CCCC)C(=S)NC(=O)c1ccccc1Cl
    1 | 63 | 6 | 19 | 2 | 51 | -1 | -3.1 | . | -2
> O=C(COC(=O)C1CCN(S(=O)(=O)c2cccc3cccnc23)CC1)c1ccc([N+](=O)[O-])cc1
    16 | 101 | -3 | -9 | 0 | 93 | -30 | -1.4 | -48 | 0
> Cc1noc(C)c1CSc1ncnc2sc3c(c12)CCC3
    16 | 75 | 16 | . | 12 | 82 | -47 | -2.3 | -12 | 0
> O=C(NCCc1c[nH]c2ccccc12)c1cc2sccc2n1Cc1ccccc1
    19 | 36 | 6 | -8 | -1 | 48 | 10 | 2.2 | -1 | -1
> Cc1ccc(C(=O)OCn2ncc(Cl)c(Cl)c2=O)cc1
    1 | 1.2* | 85* | -12 | 6 | 1.0* | 86* | -6.5 | 100* | .
> CC1CCCCC1NC(=O)/C(C#N)=C/c1ccccc1F (stereo unspecified)
    4 | 21 | 21 | 63* | 7 | 13 | -25 | -5.1 | . | -2
> O=C(O)CCC(NC(=O)C(Cc1ccc2c(c1)OCO2)NC(=O)c1ccccc1)C(=O)O (stereo unspecified)
    17 | 105 | -6 | -8 | 1 | 93 | -20 | 0.1 | 4 | -1
> COC(=O)c1[nH]c(C)c(/C(O)=C2\C(=O)C(=O)N(CCN(C)C)C2c2ccco2)c1C (stereo unspecified)
    7 | 103 | 10 | -7 | 0 | 101 | 0 | -3.2 | -47 | .
> C/C(=N\OCC(=O)N/N=C/c1ccc(C)cc1O)c1cccs1
    13 | 42 | 2 | -21 | 11 | 22 | -7 | 2.3 | 27 | .
> CCOC(=O)/C(C#N)=C1/SC(CC)C(=O)N1c1ccc(C)cc1 (stereo unspecified)
    9 | 93 | -13 | 11 | -1 | 107 | 0 | -0.3 | -2 | 0
> OC(c1cccnc1)c1cccs1 (stereo unspecified)
    8 | 102 | 16 | 0 | 5 | 99 | -2 | 1.0 | -2 | -1
> Cc1cc(C)cc(Nc2cnn(C34CC5CC(CC(CC(=O)O)(C5)C3)C4)c(=O)c2Cl)c1
    22 | 104 | -6 | -8 | 4 | 95 | -50 | 0.2 | 4 | .
> Cc1ccc(-n2cc(C(=O)c3ccc(F)cc3)nn2)cc1Cl
    10 | 13 | -15 | -18 | 0 | 11 | -49 | -4.9 | 15 | 0
> CC(=O)N1CCN(c2ccc(NCc3ccc4c(c3)OCO4)cc2)CC1
    0 | 95 | 5 | -8 | 2 | 95 | -16 | -3.0 | 10 | 6
> Cc1nn(Cc2ccc(Cl)cc2)c(C)c1NC(=O)c1ccc([N+](=O)[O-])cc1
    13 | 75 | 25 | -2 | 0 | 74 | 14 | 0.3 | . | -11
> COc1ccc(OCC(=O)OCC(=O)NCc2ccc(F)cc2)cc1
    28 | 98 | -8 | -6 | 3 | 100 | 8 | 1.5 | . | -5
> COc1c(C)cc(Br)cc1C(=O)NCc1cccnc1
    8 | 94 | 7 | -6 | 5 | 89 | -7 | -2.6 | -7 | .
> COCCNC(=O)C(c1ccco1)N(C(=O)Cn1nnc2ccccc21)c1ccc(C)cc1C (stereo unspecified)
    6 | 78 | 0 | -14 | 0 | 86 | -45 | -0.8 | 27 | -2
> O=C(CCOc1ccccc1)Nc1ccccc1
    4 | 100 | 2 | -31 | 0 | 99 | -38 | -0.8 | -13 | -5
> C=CCn1c(SCC(=O)Nc2cc(C)cc(C)c2)nnc1-c1cnccn1
    . | 91 | -8 | -9 | 2 | 95 | -21 | -1.6 | 43 | 0
> CC1CCC(NC(=O)C2(C)CCC(=O)N2Cc2cccnc2)CC1 (stereo unspecified)
    8 | 105 | 5 | 1 | 5 | 92 | -22 | -1.8 | . | 0
> Nc1nnc(C2CCCC2)s1
    6 | 92 | 8 | -4 | 1 | 105 | -15 | 1.2 | 9 | -1
> COc1cccc(C2(O)CCN(C(=O)Cc3cccnc3)CC2)c1
    6 | 93 | -5 | -3 | 3 | 92 | -16 | -0.4 | 0 | .
> CCOC(=O)c1c(-c2ccc(F)cc2)csc1NC(=O)CCN1CCOCC1
    6 | 71 | -4 | -8 | 5 | 73 | 18 | -4.9 | . | 11
> O=C1CC(c2cccc(F)c2)SC(N(c2ccccc2)c2ccccc2)=N1 (stereo unspecified)
    9 | 83 | 4 | -10 | 4 | 96 | -24 | -3.5 | 27 | 0
> O=C(COC(=O)c1cccc(C(F)(F)F)c1)NCc1ccccc1
    22 | 97 | 8 | 2 | 5 | 96 | -24 | -1.4 | -3 | -2
> O=C(CN1CCN(C(=O)c2ccco2)CC1)Nc1ccc2c(c1)OCCO2
    13 | 104 | 7 | -8 | -2 | 76 | -19 | -3.5 | 9 | 0
> CSc1ncc(F)c(N(CCO)CCO)n1
    12 | 96 | 8 | 2 | 4 | 91 | -20 | 0.4 | 9 | -4
> Cc1cccc(OCCCCc2c(C)n[nH]c2C)c1C
    4 | 59 | 10 | -19 | 4 | 45 | 69* | 1.0 | . | -3
> CC(=O)c1cccc(N2C(=O)C3C4CCC(C4=C(C)C)C3C2=O)c1 (stereo unspecified)
    2 | 99 | 3 | 4 | 4 | 94 | -18 | -0.5 | 5 | -2
> Cc1cc(=O)oc(C)c1C(=O)Nc1cccc2nonc12
    3 | 95 | -4 | -6 | 5 | 97 | 1 | -1.6 | . | -2
> CCOC(=O)c1cnc(SCC(=O)Nc2ccc(NC(=O)CC)c(OC)c2)nc1N
    4 | 97 | -6 | -11 | 4 | 104 | -38 | -3.9 | . | 0
> O=C(NCC1c2ccccc2CCN1C(=O)CN1C(=O)c2ccccc2C1=O)C1CCCCC1 (stereo unspecified)
    28 | 103 | -16 | -6 | -1 | 95 | -34 | 0.2 | 18 | -1
> CC1CCCCN1C(=O)N[C@@H](Cc1ccccc1)C(=O)O (stereo partly specified)
    1 | 98 | -2 | -9 | 2 | 87 | -28 | -1.5 | . | 0
> Cc1noc(C)c1COC(=O)c1ccccc1Oc1ccccc1
    16 | 98 | -14 | -11 | 6 | 86 | -20 | -0.9 | -8 | -1
> O=C(CCS(=O)(=O)c1ccccc1)Nc1ccccc1-c1nc2ccccc2s1
    16 | 93 | -6 | 9 | 7 | 81 | -33 | 0.0 | -12 | -8
> COc1ccc(Nc2ncccc2C(=O)Nc2ccccc2)cc1
    5 | 80 | 5 | -16 | -3 | 100 | -49 | -2.1 | -36 | 0
> CCCn1c(CN(Cc2ccccc2)Cc2ccccc2)nc2c1c(=O)n(C)c(=O)n2C
    21 | 70 | -9 | -8 | 9 | 71 | -1 | 2.7 | -47 | 0
> CCCCc1cc(=O)oc2cc(C)c(CN3CCCC3)c(O)c12
    6 | 109 | -5 | 46 | 2 | 101 | -45 | -0.1 | 4 | .
> CC1Cc2ccccc2N1C(=O)c1ccc(N2CCCC2)c([N+](=O)[O-])c1 (stereo unspecified)
    19 | 71 | 3 | 7 | 5 | 82 | -28 | -4.7 | -21 | .
> Cc1ccc2nc(NC(=O)CSc3nnc(C)c(=O)n3N)sc2c1
    8 | 86 | 3 | 1 | 1 | 91 | -28 | -1.9 | . | -1
> C/C(=N\NC(=O)c1cccc(Cl)c1)c1cccc(NC(=O)C(C)C)c1
    6 | 102 | 5 | 1 | -1 | 99 | -52 | 1.9 | 6 | .
> CCOC(=O)c1c(C)oc2c(CN3CCN(C)CC3)c(Br)c(OC)c(O)c12
    57 | 97 | 4 | -14 | 12 | 98 | 9 | 1.2 | -23 | -1
> N#C/C(=C\c1ccco1)C(=O)NCC1CCCO1 (stereo unspecified)
    26 | 99 | 2 | -4 | 1 | 104 | -16 | -0.9 | . | -8
> O=C(Nc1ccc(S(=O)(=O)Nc2nccs2)cc1)c1cc(-c2ccccc2Cl)nc2ccccc12
    5 | 79 | 1 | -2 | 5 | 80 | -66 | -0.9 | -9 | -2
> CCc1ccc(C(C)NC(=O)c2cc(C)oc2C)cc1 (stereo unspecified)
    12 | 87 | -8 | 9 | 1 | 82 | -55 | -2.6 | -12 | 0

The list goes on.
Every second line gives: Measles CPE | PTEN del growth | GALR2 blocker | Yeast life ext | NPY-Y2 antag | HCT116 bCat-KO | Yeast growth inh | MRP-1 activ | E-sel TNF inh | Phagocyt inh
> Cc1nnc(SCC(=O)N2CC(=O)Nc3ccccc32)n1C
    16 | 101 | 2 | -2 | 1 | 110 | -43 | 0.2 | 64* | -1
> O=C(OCc1cccc(F)c1)c1ccc2c(c1)-c1ccccc1C2=O
    7 | 98 | -7 | -21 | 4 | 111 | -1 | 0.7 | -55 | 1
> CCOC(=O)C(C)n1cnc2c(nnn2-c2ccc(C)cc2)c1=O (stereo unspecified)
    4 | 92 | 6 | -5 | 4 | 88 | -12 | -0.3 | . | -1
> CCOC(=O)c1[nH]c(C)c(C(=O)Nc2cc(Cl)ccc2C)c1C
    2 | 16 | 17 | -19 | 5 | 15 | -39 | -1.9 | -26 | 1
> COC(=O)N/N=C/c1cn(Cc2c(Cl)cccc2Cl)c2ccccc12
    4 | 80 | 6 | -3 | 0 | 79 | 3 | 3.1 | . | -6
> O=C(Nc1nc(-c2ccc(Cl)cc2Cl)cs1)c1ccc(OCC2CCCO2)cc1 (stereo unspecified)
    21 | 19 | 9 | -3 | 6 | 16 | -17 | 0.3 | . | -2

Compound activity from PubChem.
